Growth percent in the NCI-60 one-dose screen (48 h, 10 µM unless noted): 100 = growth as untreated, 0 = no growth, -100 = all killed.
HT29 – HT29 colon cancer | 81,000 tested, 7.4% active | AID 1794748
COLO 205 – COLO 205 colon cancer; 79,000 tested, 7.3% active
RXF 393 – RXF 393 renal cancer cells; 77,000 tested, 6.9% active
NCI-H460 – NCI-H460 lung cancer; 82,000 tested, 6.8% active; AID 1794736
NCI-H522 – NCI-H522 lung cancer; 78,000 tested, 8% active; AID 1794739
A498 – A498 renal cancer cells; 76,000 tested, 5.4% active
NCI-H23 – NCI-H23 lung cancer; 80,000 tested, 4% active
NCI-H226 – NCI-H226 lung cancer. 79,000 tested, 3.5% active
NCI-H322M – NCI-H322M lung cancer | 80,000 tested, 2.7% active | AID 1794733
Starred values were filed as active, the others as inactive; · = no result given; & = joins results of further samples; [ ] = dose if it differs, or a comment. The calls were made as follows: active = growth percent below 10; inactive = the rest.

SMILES	HT29	COLO 205	RXF 393	NCI-H460	NCI-H522	A498	NCI-H23	NCI-H226	NCI-H322M
COc1cc(OC)c(N=Cc2ccc3c(c2)OCO3)cc1Cl	102	107	107	113	94	97	100	113	115
CCCCC(CC)COC(=O)c1nn(C(C)=O)c2cc(F)c(F)cc12 (stereo unspecified)	105	97	119	107	84	113	95	110	107
O=C(Nc1ccccc1C1=NCC(CO)O1)c1ccccc1 (stereo unspecified)	95	112	117	109	89	94	108	90	105
COc1cc2oc(-c3cccc(NC(=O)c4ccc5c(c4)OCO5)c3)cc(=O)c2c(OC)c1OC	29	68	46	27	37	61	53	66	44
Cc1sc2nc(NC(C)c3nnnn3-c3ccc(Br)cc3)[nH]c(=O)c2c1C (stereo unspecified)	86	87	91	94	74	97	84	71	85
CCOC(=O)c1nc2cc(C#N)ccn2c1C(=O)c1ccc(OC)cc1	93	114	101	105	72	82	96	·	100
COc1cc(OC)c(OC)cc1/C=C/C(=O)c1cccc(B(O)O)c1	94	113	86	104	66	96	88	94	·
Cc1nc2cccc(NCc3ccc(C(=O)NO)cc3)c2c(=O)n1-c1ccccc1	26	-38*	28	29	-2.5*	41	-17*	67	67
CC1=C(C(=O)c2cnccn2)C(c2ccc(Cl)cc2)NC(=O)N1 (stereo unspecified)	144	·	109	112	109	·	93	94	100
Nc1ncnn1Cc1ccccc1	97&105	106&106	100&100	104&105	107&98	95&87	104&100	112	107&99
Cn1ccc2c1-c1c(cc(S(=O)(=O)c3ccccc3)c(=O)n1C)CCC2	94	110	111	110	85	85	99	103	83
CON1CCC[C@]2(C)[C@H]3CC[C@@H]4[C@H]5[C@@H](O)C(C)(C)CC[C@]5(CO)CC[C@@]4(C)[C@]3(C)CC[C@H]2C1(C)C	91	105	112	102	84	114	102	93	109
Cc1cc2c(cc1C)C(=O)OC2=O	98	115	112	109	92	83	104	97	99
NC(=Nc1ccccc1)SCCCCCSC(N)=Nc1ccccc1	63	54	86	93	58	82	74	82	79
CCOC(=O)c1cnc2ccc(C)cn2c1=O	103	105	124	103	89	98	98	93	91
C#CC[C@@H]1C[C@]2(C)[C@H]3CC[C@@H]4[C@H]5C(C(=C)C)CC[C@]5(C(=O)NCCN(CCN)CCN)CC[C@@]4(C)[C@]3(C)CC[C@H]2C(C)(C)[C@H]1OC(C)=O (stereo partly specified)	47	69	-66*	82	62	128	77	66	71
O=C(/C=C/c1ccccc1)C(Br)C(Br)c1ccccc1 (stereo unspecified)	-54*	-74*	-80*	90	-78*	85	29	-37*	100
CCCCCCC1OCCO1	107	103	117	106	95	96	105	·	118
COc1ccc(-c2nc(SC(C)C)nc(Oc3ccccc3/C=C3/SC(=O)NC3=O)c2C#N)cc1	123	105	107	101	99	92	99	97	89
CSC(=S)NN	105	127	106	107	95	98	103	107	127
COc1cc(C2C3CC4CCCC[C@H]4N3[C@@]3(C(=O)Nc4cc(Cl)ccc43)C2C(=O)c2nc3ccccc3[nH]2)cc(OC)c1OC (stereo partly specified)	36	60	51	42	68	·	75	76	88
Cc1ccc([I+]c2ccc(C)cc2)cc1	37	69	64	70	83	81	47	72	92
Cc1ccc2sc3c(c2c1)Oc1nc[nH]c(=O)c1C3c1ccc(Cl)cc1 (stereo unspecified)	107	104	98	95	60	118	·	70	100
CCOC(=O)N1C(=O)NC(=O)C1c1ccc(Cl)cc1 (stereo unspecified)	100	109	103	109	90	98	98	101	100
COc1cc(C2C(C#N)=C(N)N(c3ccc(F)cc3)C3=C2C(=O)CC(C)(C)C3)cc(OC)c1OC (stereo unspecified)	105	104	·	109	88	93	101	98	101
CCCOc1ccc(/C=N/NC(=O)c2ccncc2)cc1	84	105	121	98	·	97	94	100	136
O=C(CSc1cc[n+](CCCO)c2ccccc12)n1ccc2ccccc21	107	102	94	93	98	117	102	82	87
COc1ccc(-c2nn3c(-c4cc(F)c(Cl)cc4Cl)nnc3s2)cc1	5.2*	63	61	33	23	66	54	80	79
Cc1cc(C(=O)NC2CC(C)(C)NC(C)(C)C2)c(C)o1	105	112	107	104	93	104	104	106	102
NC(=O)c1ccc(-c2ccc3ncnc(N4CCc5cc(F)c(Cl)cc54)c3c2)cn1	92	48	41	80	94	75	71	83	24
C#C[C@]1(O)CCC2C3CCC4=Cc5oncc5C[C@]4(C)C3CC[C@@]21C (stereo partly specified)	60	88	79	82	57	72	84	73	102
COC(=O)/C=C1/S/C(=N/NC(=O)COc2cc(=O)n(C)c3ccccc23)N(c2ccccc2)C1=O	106	112	111	100	91	109	99	93	101
CC(=O)Nc1nc(N)nc(NC(C)=O)c1N=O	·	116	135	123	101	118	95	105	140
Oc1ccccc1-c1cc(-c2ccccc2Cl)[nH]n1	110	115	77	96	80	96	90	72	95
c1ccc(Nc2ncc3c(n2)CCc2cnc(Nc4ccccc4)nc2-3)cc1	107	118	93	99	88	74	89	90	88
O=C(NNC(=O)c1ccc(-n2cc(-c3ccccc3)nn2)cc1)Nc1cccc(Cl)c1	114	110	99	103	106	103	102	98	108
C[C@H](NC(=O)CNC(=O)c1cccc2c(=O)c3ccccc3[nH]c12)C(=O)O	108	104	134	101	90	101	110	105	105
Cc1cccc(NC(=O)c2ccccc2Cl)c1	108	101	99	105	101	81	101	100	106
CC(=O)CC1(O)C(=O)Nc2ccc([N+](=O)[O-])cc21 (stereo unspecified)	109	113	109	104	101	114	96	108	95
COC1=CC(=O)C(OC)=C(OC)C1=O	107	114	111	97	100	88	90	87	94

Overlap with the part before: four entries, then new ones.
SMILES	HT29	COLO 205	RXF 393	NCI-H460	NCI-H522	A498	NCI-H23	NCI-H226	NCI-H322M
C[C@H](NC(=O)CNC(=O)c1cccc2c(=O)c3ccccc3[nH]c12)C(=O)O	108	104	134	101	90	101	110	105	105
Cc1cccc(NC(=O)c2ccccc2Cl)c1	108	101	99	105	101	81	101	100	106
CC(=O)CC1(O)C(=O)Nc2ccc([N+](=O)[O-])cc21 (stereo unspecified)	109	113	109	104	101	114	96	108	95
COC1=CC(=O)C(OC)=C(OC)C1=O	107	114	111	97	100	88	90	87	94
CN(C)CCN(CC(=O)O)CC(=O)O	108	105	104	116	110	111	112	116	109
O=c1[nH]c2ccc(Cl)cc2c2ccccc12	70	86	61	43	109	·	87	85	43
CC1(C)CC(=O)CC2(C1)N=C(N)Nc1nc3ccccc3n12 (stereo unspecified)	92	102	104	111	70	100	101	96	117
Nc1ccc(NC(=O)Nc2ccc(N)cc2)cc1	103&103	125&103	101&109	108&100	96&98	99&113	96&99	98&90	79&99
COc1cc(CNC(=O)/C=C/c2ccc3c(c2)OCO3)ccc1OCc1cn(-c2ccc(C#N)cc2)nn1	108	121	84	94	78	130	86	59	93
Cc1c(-c2csc(-n3nc(C(F)(F)F)cc3C(F)(F)F)n2)no[n+]1[O-]	99	112	101	99	87	·	98	·	99
COc1cc(-c2ccc(N=Nc3cc(S(=O)(=O)O)c4ccccc4c3O)c(OC)c2)ccc1N=Nc1cc(S(=O)(=O)O)c2ccccc2c1O	108	102	91	101	104	107	93	87	101
CC/C(=C(\c1ccc(OCCN2CCOCC2)cc1)c1ccc(OC(=O)C2CCCCC2)cc1)c1ccc(Cl)cc1	93	113	106	108	95	105	99	104	92
O=C(NCCCCCCCCCC[P+](c1ccccc1)(c1ccccc1)c1ccccc1)c1ccc(-n2nc(-c3ccccc3O)nc2-c2ccccc2O)cc1	-73*	-83*	·	8.3*	-78*	-75*	-67*	-59*	-91*
c1cc2c(cc1-c1cnc3nonc3n1)OCCO2	92	113	99	104	60	85	91	110	108
CCCn1c(=O)c2[nH]c(-c3ccc(OCc4nc5cc(F)c(F)cc5[nH]4)cc3)nc2n(CCC)c1=O	83	91	·	55	58	23	47	51	78
Cc1cc2c(c(C)c1Cl)C(=O)/C(=C/c1cccc(Cl)c1)O2	117	115	137	98	93	120	85	·	96
Cc1ccc(-c2nc(C(Cl)Cl)nc3cc(-c4ccccc4)nn23)cc1	-44*	-69*	-64*	-73*	1.7*	-31*	·	76	-37*
Cc1cc(N2CCN(CC(=O)Nc3ccc4c(ccn4Cc4ccccc4)c3)CC2)nc(N2CCCCCC2)n1	5.2*	31	29	40	62	5.7*	53	57	78
Cn1cc(-c2csc(-c3cn(CCNC(=O)OC(C)(C)C)c4ccccc34)n2)c2cccnc21	91	73	105	93	53	82	66	56	90
CCNCc1ccccc1	99	107	118	109	102	97	91	100	100
COc1ccc(-c2nc(NN3C(=O)C=CC(=O)OC3c3ccc([N+](=O)[O-])cc3)[nH]c(=O)c2Br)cc1 (stereo unspecified)	110	110	117	112	99	·	92	109	107
Cc1nn(-c2ccccc2)c(Oc2c(Cl)cccc2Cl)c1/C=N/N=c1\sc2ccccc2n1C	34	41	55	17	66	·	72	53	82
COc1cccc(OC)c1/C=C(\C#N)C(=O)Nc1cc(-c2ccccc2)nn1-c1ccccc1	126	121	91	102	87	87	91	94	96
N#C/C(=C\c1ccc[nH]1)c1cc2ccccc2[nH]1	80	89	93	71	·	69	39	·	87

Two entries from above, with each value named.
Structure: CCNCc1ccccc1
  HT29 = 99
  COLO 205 = 107
  RXF 393 = 118
  NCI-H460 = 109
  NCI-H522 = 102
  A498 = 97
  NCI-H23 = 91
  NCI-H226 = 100
  NCI-H322M = 100
Structure: COc1ccc(-c2nc(NN3C(=O)C=CC(=O)OC3c3ccc([N+](=O)[O-])cc3)[nH]c(=O)c2Br)cc1 (stereo unspecified)
  HT29 = 110
  COLO 205 = 110
  RXF 393 = 117
  NCI-H460 = 112
  NCI-H522 = 99
  A498 = ·
  NCI-H23 = 92
  NCI-H226 = 109
  NCI-H322M = 107

More structures
SMILES	HT29	COLO 205	RXF 393	NCI-H460	NCI-H522	A498	NCI-H23	NCI-H226	NCI-H322M
O=C(C(=O)c1ccc(O)c(O)c1)c1ccc(O)c(O)c1	109	105	118	117	96	115	101	107	·
CN1CCN(c2ccc(Nc3nc(NCCNC(=O)c4c(F)cccc4F)c4sccc4n3)cc2)CC1	32	87	32	77	81	136	74	68	102
CCOC(=O)c1c(SC)nn(-c2cc(=O)[nH]c3ccc(Br)cc23)c1N	107	98	·	88	95	110	96	99	106
CCN(C(=O)CN1CCN(c2cc(=O)n(-c3ccccc3)c3ccccc23)CC1)c1ccccc1	100	100	85	93	83	78	84	72	100
Cc1cccc(C)c1[C@H]1C[C@](C)(O)[C@@H]2CC[C@@H](C)C[C@H]2O1	102	118	106	105	93	101	101	98	98
Cc1ccccc1NC(=O)Nc1nc2ccc([N+](=O)[O-])cc2s1	5.1*	11	12	5.9*	-11*	-25*	5.8*	15	9.3*
Cc1c(N2CCCCC2)[nH]c2ccccc12	104	124	116	101	90	123	108	119	104
N#CC(c1ccccc1)C(C#N)c1ccc(Cl)cc1 (stereo unspecified)	95	110	104	102	90	83	101	94	91
CC1CCN(C2=NC(=O)/C(=C\c3ccccc3OCc3ccccc3)S2)CC1	78	102	93	67	74	67	90	69	82
O=CC(=O)c1ccc(-c2ccc(C(=O)C=O)cc2)cc1	97	121	112	·	89	·	105	101	97
CC(=O)OCCOc1ccc(C(C)(C)C)cc1	108	132	109	110	97	89	109	100	107
O=c1cc(NNC(=S)NCc2ccccc2)c2cc(Br)ccc2[nH]1	108	89	103	90	74	112	76	81	88
O=C1CSC(c2cn(-c3ccccc3)nc2-c2ccc(Cl)cc2)N1c1ccccc1 (stereo unspecified)	106	120	126	111	96	125	97	98	112
COc1ccc(/C=C/c2c(C(=O)/C=C/c3ccccc3)c(C)nc3ccccc23)cc1	1.6*	3.6*	-23*	-48*	-25*	47	20	45	28
CCOc1ccc(C(=O)NC(=S)Nc2ccc(S(N)(=O)=O)cc2)cc1	98[100 µM]	119[100 µM]	102[100 µM]	102[100 µM]	78[100 µM]	97[100 µM]	98[100 µM]	97[100 µM]	101[100 µM]
CCCCCCCCCCOc1ccc(/C=C/C(=O)c2ccc(OC)cc2)cc1	100	108	101	94	96	45	91	88	107
Cc1cc(N2CCOCC2)nc(N2CCC(C(N)=O)CC2)n1	100	106	113	104	121	87	93	100	95
COc1ccc(-c2nonc2NC(=O)c2cccc(Cl)c2)cc1OC	96	103	108	99	97	85	99	96	102
CCSc1ncc(Br)c(Sc2nc(N)nc3nc[nH]c23)n1	62	110	·	47	59	96	38	65	89
CC(=O)OCC(=O)[C@@]1(O)CCC2C3CCC4=CC(=O)C=C[C@]4(C)[C@@]3(Cl)[C@@H](Cl)C[C@@]21C (stereo partly specified)	99	·	112	95	52	101	96	83	103
O=C1C=CC(=O)N1c1ccc(-c2nc3ccccc3o2)cc1	108	102	110	105	102	109	109	88	104
CCSC1C(=O)N(C)C(SCC)C(=O)N1C (stereo unspecified)	115	113	112	105	125	84	103	107	112
CCCCC(CC)COC(=O)c1ccc(C(C)C)cc1 (stereo unspecified)	95	106	102	·	87	·	93	·	103
Cc1nc(SCC(=O)Nc2nccs2)n(Nc2ccccc2)c1C	100	119	84	102	102	102	98	100	118
Clc1cc(Cl)c(Cl)c(-c2nc(-c3cccnc3)cs2)c1	46	57	·	92	-51*	104	95	91	99

5 compounds from above with just NCI-H322M.
smiles	NCI-H322M
CC1CCN(C2=NC(=O)/C(=C\c3ccccc3OCc3ccccc3)S2)CC1	82
NC(=O)c1ccc(-c2ccc3ncnc(N4CCc5cc(F)c(Cl)cc54)c3c2)cn1	24
CCCCCCC1OCCO1	118
Cc1c(-c2csc(-n3nc(C(F)(F)F)cc3C(F)(F)F)n2)no[n+]1[O-]	99
CCNCc1ccccc1	100

High-throughput results from PubChem.

Outcome played no part in choosing rows; about 12% have a hit in one of these screens.
